Compound activity: PubChem BioAssay, National Center for Advancing Translational Sciences (NCATS)
B2AR arrestin = beta2AR (human) beta-arrestin recruitment activity. beta-arrestin recruitment to beta2AR, cell-based reporter. P07550. 0.02% of 330,000 active. Potency, µM (doses to about 46.1 µM), without a hit: at the top dose activation, hits mostly activators;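 also: potency is read from the fitted curve at half-maximal effect; 0% = DMSO controls and full agonism = EC100 isoproterenol or metaproterenol; nearly all actives have a fitted effect of over 65% in size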
Target sequence (P07550 whole entry, looked up): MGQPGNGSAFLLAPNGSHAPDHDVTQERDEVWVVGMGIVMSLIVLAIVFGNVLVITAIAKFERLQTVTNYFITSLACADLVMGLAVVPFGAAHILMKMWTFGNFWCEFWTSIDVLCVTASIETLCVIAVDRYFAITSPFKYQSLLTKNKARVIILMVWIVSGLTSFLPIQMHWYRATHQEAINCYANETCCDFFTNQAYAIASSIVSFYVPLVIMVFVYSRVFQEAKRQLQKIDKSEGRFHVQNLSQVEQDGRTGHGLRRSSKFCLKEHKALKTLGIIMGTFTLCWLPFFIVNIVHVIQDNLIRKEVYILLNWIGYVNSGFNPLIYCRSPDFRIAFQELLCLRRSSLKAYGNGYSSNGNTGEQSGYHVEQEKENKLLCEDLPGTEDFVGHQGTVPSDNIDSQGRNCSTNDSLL
p53 reactivator = restores transcriptional activity of mutant p53; H1299 p53-A138V BP100-luciferase reporter, luminescence, 24 h; Potency, µM (doses to about 92.2 µM), inactives show at the top dose activity change, positive = activation, usual class: activators; 0.063% of 320,000 active; AID 504706; also: potency is read from the fitted curve at half-maximal effect; % of control where 0% means no effect; nearly all actives have a fitted effect of over 45% in size
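p53-null H1299 cells stably carrying temperature-sensitive p53-A138V and a BP100-luciferase reporter were pinned with compounds (4-point, 1:5 series) and held 24 hrs at 37 deg C. Luminescence was read 10 min after detection reagent.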
Integrin act MD = integrin-mediated muscular dystrophy alleviation activation. alpha7betagal myoblasts, beta-gal FDG fluorescence, 48 h. Potency, µM (top dose mostly 38.3 µM), for the others: at the top dose activation, most hits filed as activators. 0.064% of 350,000 active. AID 624291;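 also: potency is read from the fitted curve at half-maximal effect; 100% = response of the positive control SU9516; nearly all actives have a fitted effect of over 60% in size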
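Alpha7betagal+/- myoblasts (passage 13) were plated 16-24 hr, then exposed to compounds (1:260 dilution of DMSO stock) for 48 hours at 37C. After MPER lysis, β-galactosidase reporter activity was read as FDG fluorescence (ex 480/em 540) after 30 minutes.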
ELG1 DNA repair = blocks ELG1-dependent DNA repair in HEK293T cells; HEK293T ELG1-luciferase reporter, luminescence, 16 h; DNA damage induced by 5-fluorouridine; 2.3% of 330,000 active; Potency, µM (highest dose often 46.1 µM), without a hit: top-dose activity change, negative = inhibition, actives largely listed as inhibitors; also: potency is read from the fitted curve at half-maximal effect; % is scaled to controls: 0 for no effect and ±100 for the full control effect; nearly all actives have a fitted effect of over 55% in size
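In this reporter screen, reduction of luminescence relative to DMSO vehicle indicated activity. Compounds and 5-fluorouridine were added together to 2,000 cells per well, incubated for 16 hr at 37 °C, then developed with ONE-Glo.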
TRPV1 agonist = human TRPV1 agonism | 0.19% of 320,000 active | Q8NER1 | activation, % at 8.33 µM | TRPV1-expressing cells, Fluo-8 calcium influx, agonist mode; in the data active = activation above about 80%; inconclusive = between about 30% and that limit; also: 0% is about no effect
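Cells expressing TRPV1 were dye-loaded with Fluo-8 and read kinetically: 10 s baseline, 3 min after compound (agonist portion), then 2 min after EC20 capsaicin (allosteric enhancer portion). Calcium-bound dye fluorescence at 480/520 nm.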
PTAP TSG101 blk = blocks PTAP/TSG101 interaction to inhibit HIV-1 budding | Q99816 | Fluorescence polarization, FITC-PTAP peptide / Tsg101 binding | Potency, µM (doses to about 115 µM), without a hit: top-dose activity change, negative = inhibition, hits mostly inhibitors | 340,000 tested, under 10 active | AID 493005; active = well fitted inhibition curve with a large enough effect in the main read-out, with a control signal flat, not every such curve was filed as active; inconclusive = small, poorly fitted or top-dose-only effect, or effect the other way, or a change in a side signal; inactive = no such curve, though single readings can be large or run the other way; also: potency is read from the fitted curve at half-maximal effect; % of control where 0% means no effect
Target sequence (Q99816 whole entry, looked up): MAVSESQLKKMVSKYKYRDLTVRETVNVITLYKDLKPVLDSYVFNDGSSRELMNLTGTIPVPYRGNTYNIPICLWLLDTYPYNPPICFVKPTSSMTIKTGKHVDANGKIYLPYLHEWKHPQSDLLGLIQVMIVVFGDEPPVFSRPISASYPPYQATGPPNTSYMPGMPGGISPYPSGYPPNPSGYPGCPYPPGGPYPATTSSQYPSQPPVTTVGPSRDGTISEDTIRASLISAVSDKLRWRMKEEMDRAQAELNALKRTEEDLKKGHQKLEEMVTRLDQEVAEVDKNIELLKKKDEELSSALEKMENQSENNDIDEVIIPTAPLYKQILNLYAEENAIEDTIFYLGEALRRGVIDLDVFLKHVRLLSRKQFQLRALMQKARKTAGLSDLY
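Compounds were pin-transferred onto Tsg101 binding domain (10 uM final) in HEPES pH 7.5 buffer, then FITC-PTAP peptide was added at 50 nM final. After 20 min at RT, polarization reported peptide displacement across a qHTS concentration series.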
BRCA1 expr up = BRCA1 expression activation | MCF7-BRCA1-FFLuc reporter, luminescence, 48 h; response scale: scaled: vehicle 0%, 10 µM genistein 100% | Potency, µM (highest dose often 46.1 µM), for inactives: top-dose activation, hits mostly activators | 1.1% of 380,000 active | AID 624202; also: potency is read from the fitted curve at half-maximal effect; nearly all actives have a fitted effect of over 80% in size; some results filed as inactive show a strong effect at the top dose
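Quantitative HTS in MCF7 cells stably reporting BRCA1 expression via firefly luciferase. Compound treatment lasts 48 h at 37 °C in phenol-red free MEM. Activation is expressed relative to genistein at 10 microM and DMSO.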
TCR activator = activates T cell receptor signaling; primary human leukocytes, anti-CD3, IL-2 HTRF, 48 h; Potency, µM (titrated, usually from 9.22 µM), for the others: at the top dose activation of IL-2 secretion, hits mostly activators; 330,000 tested, under 10 active; AID 504894; also: % of control where 0% means no effect
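IL-2 produced over 48 hr by a-CD3 bead-stimulated primary human leukocytes exposed to compounds was detected with a homogeneous time-resolved FRET immunoassay, 665nm acceptor signal after 320nm excitation.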
CXXC DNA block = MLL CXXC-DNA interaction inhibition; MLL-CXXC / FITC-HOXA9 DNA fluorescence polarization; Potency, µM (doses to about 115 µM), inactives show at the top dose activity change, negative = inhibition, actives largely listed as inhibitors; 0.037% of 290,000 active; active = well fitted inhibition curve with a large enough effect in the polarisation, with a control signal flat, not every such curve was filed as active; inconclusive = small, poorly fitted or top-dose-only effect, or effect the other way, or a change in a side signal; inactive = no such curve, though single readings can be large or run the other way; the % refers to the polarisation; also: potency is read from the fitted curve at half-maximal effect
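Purified MLL-CXXC (added from a 7 uM solution) was preincubated 5 min at ambient with pinned compounds in 50 mM Tris-HCl pH 7.5, 50 mM NaCl, 1 mM DTT, 0.05% BSA. Fluorescein-labeled HOX-A9 DNA (50 nM solution) followed, 30 min, then polarization read.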
A-T KAP1 phos = potential ataxia-telangiectasia treatment. Potency, µM (titrated, usually from 57.5 µM), for inactives: at the top dose activation, actives largely listed as activators. 0.19% of 320,000 active. […] A-T fibroblasts, KAP-1 phosphorylation AlphaLISA; neocarzinostatin DNA damage 30 min before lysis; also: potency is read from the fitted curve at half-maximal effect; % of control where 0% means no effect; nearly all actives have a fitted effect of over 45% in size
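hTERT-immortalized A-T patient fibroblasts ([…]), 500 cells/well in OPTI-MEM, 1% FBS, got compounds for 60 min, then NCS for 30 min at 37C. Lysates were then assayed for phospho-KAP-1 by AlphaLISA (anti-pKAP1 donor, anti-KAP1 acceptor beads), 6 hr at 25C.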
Starred values were filed as active, the others as inactive; ? = inconclusive; . = not tested or not shown; [ ] = dose if it differs, or a comment. Unless noted, calls follow the shape of the dose curve; as a rule, active = well fitted curve in the direction sought with a large enough effect; inconclusive = small, poorly fitted or top-dose-only effect, or another doubt; inactive = no such curve, though single readings can be large; an effect the other way counts as inactive or inconclusive.

SMILES	B2AR arrestin	p53 reactivator	Integrin act MD	ELG1 DNA repair	TRPV1 agonist	PTAP TSG101 blk	BRCA1 expr up	TCR activator	CXXC DNA block	A-T KAP1 phos
Cc1ccc(Nc2ncnc(-n3cccc3)n2)cc1Cl	0.1%	13%	6%	?	17	-2%	6.3µM*	7%	4%	2%
Oc1cc(Br)ccc1C=Nc1ccc(N2CCCCC2)cc1	2.6%	5%	8%	?	5	11%	-12%	1%	-5%	-7%
O=C(Nc1ccc(N2CCOCC2)c(Cl)c1)c1cc2ccccc2o1	-0.2%	?	1%	?	?	0%	-49%	-2%[46.1 µM]	-5%	.
CCN1CCN(CCCNC(=O)CNC(=O)c2nn(-c3ccc(OC)cc3)c(=O)c3ccccc23)CC1	-0.5%	-7%	3%	16%	0	-2%	-3%	-2%	1%	4%
CCCCNC(=O)c1onc(CSc2cccc(OC)c2)c1C(=O)NCCCC	.	.	-11%	.	.	?	0%	-1%	.	.
CC(=O)NS(=O)(=O)c1ccc(NC(=S)NC(=O)Cc2ccccc2)cc1	-0.3%	2%	-20%	9%	-2	2%	-8%	0%	3%	3%
Cc1nn(Cc2ccccc2Cl)c(C)c1C(=O)NCC(c1cccs1)N1CCOCC1 (stereo not given)	2.4%	-2%	6%	-19%	-3	-2%	-40%	-14%	.	3%
CCC(C)NC(=O)CSc1nc2cc(S(=O)(=O)N3CCOCC3)ccc2n1CC (stereo not given)	-0.4%	-5%	-7%	16%	-5	0%	-13%	2%	.	-15%
CCOC(=O)c1c(SCC(=O)Nc2nc(C)cs2)nc(=O)[nH]c1C	0.1%	7%	24%	18%	2	0%	28%	1%	-2%	-3%
OCC1(Cc2ccccc2)CCCN(Cc2cn[nH]c2-c2ccccc2)C1 (stereo not given)	-0.4%	2%	6%	1%	-1	2%	-13%	7%	-22%	1%
O=C1OC[C@@H]2CCCN2C(=O)[C@H](CC(=O)N(CCO)Cc2ccccc2)C/C=C\C[C@H]1Cc1ccc(F)cc1	0.0%	-1%	1%	1%	.	-1%	-22%	0%	.	-7%
CC(c1ccc(F)cc1)n1cc(S(=O)(=O)N2CCCC2)ccc1=O (stereo not given)	-1.5%	-7%	32%	-16%	4	-1%	-4%	6%	.	20%
O=C(C[n+]1cccc(C(=O)N/N=C/c2cccc([N+](=O)[O-])c2)c1)c1ccccc1	-0.3%	8%	-2%	15%	-1	1%	-3%	-2%	.	4%
COc1cc(C(NC=O)C(=O)Nc2c(C)cccc2C)ccc1O (stereo not given)	-0.7%	-2%	0%	10%	.	-3%	-3%	11%	7%	-4%
CSC1=NCCN1C(=O)Cc1cccs1	-2.9%	-3%	-7%	10%	4	-4%	0%	-2%	7%	-3%
NC(=O)c1ccc(-n2nnnc2SCC(=O)Nc2ccccc2F)cc1	0.6%	-2%	1%	0%	-1	-1%	-8%	-3%	1%	3%
CCOC(=O)CC(=O)CSC1=C(C#N)C(c2ccccc2OC)CC(=O)N1 (stereo not given)	0.0%	-5%	8%	-10%	-1	-7%	-2%	1%	1%	6%
CC(=O)Oc1cccc(N2C(=O)C3CC=CCC3C2=O)c1 (stereo not given)	-0.1%	2%	-2%	-3%	0	-3%	8%	1%	5%	-6%
CC(C)NC(=O)c1onc(CSc2ccc(F)c(F)c2)c1C(=O)NC(C)C	.	.	-11%	.	.	1%	-18%	5%	.	.
CC(C)Cc1c2c([nH]c(=S)c1C#N)CCCC2	2.0%	-4%	26%	-18%	0	1%	7%	-1%[46.1 µM]	-3%	0%
CCOC(=O)c1[nH]c(C)c(C(=O)N2CCc3c([nH]c4ccccc34)C2c2ccccn2)c1C (stereo not given)	0.0%	-5%	-35%	-7%	-3	-2%	-24%	6%	-5%	0%[11.5 µM]
CCOC(=O)c1oc2ccccc2c1NC(=O)c1cccc(OC)c1OC	0.0%	-7%	-23%	?	3	-5%	-83%[inhibitor]	.	-3%	7%
COc1cc(OC)cc(C(=O)Nc2nc3ccccc3[nH]2)c1	0.0%	22%	?	?	6	0%	93%	-21%	11%	-2%
COc1ccc(S(=O)(=O)N(Cc2nc3ccccc3c(=O)[nH]2)C2CCCC2)cc1	-1.6%	2%	-34%	?	5	-9%	-12%	3%	0%	5%
O=S(Cc1ccc(Br)cc1)Cc1nnc(SCc2c(F)cccc2Cl)n1-c1ccccc1 (stereo not given)	-0.4%	-4%	36%	23µM*	9	0%	-63%	0%	12%	3%
SMILES	B2AR arrestin	p53 reactivator	Integrin act MD	ELG1 DNA repair	TRPV1 agonist	PTAP TSG101 blk	BRCA1 expr up	TCR activator	CXXC DNA block	A-T KAP1 phos
O=C(CC(Cc1ccccc1)c1ccco1)NC1CCCCC1 (stereo not given)	0.0%	22%	-5%	-6%	?	-10%	-21%	1%	4%	7%
O=C(O)[C@H](Cc1ccccc1)Nc1ccc([N+](=O)[O-])cn1	-0.8%	2%	-14%	0%	-9	-3%	1%	2%	4%	-4%
Cc1cccc(OCC(=O)N/N=C/c2sc(=O)n(Cc3cccc(C(=O)O)c3)c2Cl)c1	-0.8%	-4%	4%	-3%	.	-2%	3%	0%	55%[activator]	-9%
O=c1cc(-c2ccccc2)nc2nc(-c3ccccc3)[nH]n12	-0.2%	32µM*	12%	?	-3	-1%	0%	-4%	7%	1%
COc1ccc(C2C(C(=O)c3ccco3)=C(O)C(=O)N2CC2CCCO2)cc1 (stereo not given)	0.2%	0%	-33%	-11%	10	0%	9%	-15%	3%	9%
O=C(NCc1cccs1)c1ccncc1	0.5%	-1%	5%	9%	4	-3%	-1%	-4%	-8%	2%
CCOC(=O)C1CCN(c2c(NCc3ccc(N(C)C)cc3)c(=O)c2=O)CC1	-0.2%	-4%	26%	0%	-3	2%	-15%	6%	-1%	0%
O=C(Cc1cccc2ccccc12)N/N=C/c1ccc(O)c([N+](=O)[O-])c1	0.0%	-2%	-20%	2%	-2	-2%	-13%	0%	13%	-3%
Cc1cccc(-c2nc3sc(C)cc3c(=O)o2)c1	-0.6%	9%	-11%	?	4	-1%	28%	.	8%	-8%
COc1cc2c(cc1OC)C1O[C@](CCCCN3C(=O)c4ccccc4C3=O)(C2)OC2=C1C(=O)CC(C)(C)C2	0.0%[9.22 µM]	.	.	.	?	.	.	.	-7%[23 µM]	5%[11.5 µM]
N#Cc1nc(Cc2ccccc2)oc1NCc1cccnc1	0.1%	-5%	-16%	15%	-4	-4%	9%	-2%[46.1 µM]	-1%	6%
C/C(=N\NC(=O)COc1ccccc1-c1ccccc1)c1cccnc1	-0.1%	-4%	6%	?	-1	-4%	0%	1%	-9%	-1%
O=C(C1CCCCN1S(=O)(=O)c1ccccc1)N1CCN(C(c2ccccc2)c2ccccc2)CC1 (stereo not given)	-0.6%	-5%	21%	-13%	2	0%	-36%	-16%	22%	.
COc1ccc(NS(=O)(=O)c2ccc(OC)c(NC(=O)CCC3CCCCC3)c2)cc1	0.4%	5%	-10%	1%	-6	-5%	-20%	5%[46.1 µM]	9%	2%
O=C(Cn1nnc(N2CCCCC2)n1)c1ccc(Cl)c(Cl)c1	-0.1%	-2%	18%	14%	15	-15%	0%	2%	-1%	2%
Cc1ccc(OCCNC(=O)c2cc(C(=O)NCCOc3ccc(C)cc3)cc([N+](=O)[O-])c2)cc1	-0.7%	2%	24%	?	2	-3%	-63%	-3%	-1%	11%
Nc1c(Cl)ncnc1NCC(O)CO (stereo not given)	-0.2%	-3%	0%	9%	-6	-4%	8%	-3%	1%	6%
Cc1ccccc1OCC(=O)NNC(=O)c1cc(S(=O)(=O)N2CCOCC2)ccc1N1CCCC1	-0.2%	-7%	4%	3%	-3	-1%	-15%	1%	.	4%
NC(=O)N=Nc1c(O)[nH]c2c(Br)cc(Br)cc12	0.0%	-2%	.	-3%	0	.	.	.	15%	2%
CC(=O)Nc1cc(C(=O)O)ccc1S(=O)(=O)c1ccc(C)cc1	-0.6%	23%	18%	-5%	1	4%	4%	0%	-6%	-2%
NS(=O)(=O)c1cccc(NC(=O)COC(=O)CCSc2ccccc2)c1	-1.8%	0%	9%	9%	10	-1%	3%	1%[46.1 µM]	-1%	-1%
O=c1c2c(n3cnnc3n1-c1ccccc1)-c1ccccc1CC21CCCC1	3.5%	5%	6%	?	3	-10%	-33%	-1%[46.1 µM]	8%	-1%
CCOC(=O)C1=C(C)OC(N)=C(C#N)C1c1cc(OC)c2c(c1)OCO2 (stereo not given)	-0.8%	2%	-12%	?	2	-2%	-12%	3%	8%	6%
Cc1c(Cl)cccc1NC(=S)NCCN1CCOCC1	-1.4%	-1%	-21%	13%	-1	-5%	-19%	-6%[46.1 µM]	-6%	8%
